MITF primary: blocks human microphthalmia-associated transcription factor; O75030; AlphaScreen MITF homodimerization, bead proximity signal; inhibition, % at 2.6 µM; hit rate 0.91% among 650,000; in the data active means inhibition above about 50%;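 further: 0% = vehicle wells with protein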
Target sequence (O75030 whole entry, looked up): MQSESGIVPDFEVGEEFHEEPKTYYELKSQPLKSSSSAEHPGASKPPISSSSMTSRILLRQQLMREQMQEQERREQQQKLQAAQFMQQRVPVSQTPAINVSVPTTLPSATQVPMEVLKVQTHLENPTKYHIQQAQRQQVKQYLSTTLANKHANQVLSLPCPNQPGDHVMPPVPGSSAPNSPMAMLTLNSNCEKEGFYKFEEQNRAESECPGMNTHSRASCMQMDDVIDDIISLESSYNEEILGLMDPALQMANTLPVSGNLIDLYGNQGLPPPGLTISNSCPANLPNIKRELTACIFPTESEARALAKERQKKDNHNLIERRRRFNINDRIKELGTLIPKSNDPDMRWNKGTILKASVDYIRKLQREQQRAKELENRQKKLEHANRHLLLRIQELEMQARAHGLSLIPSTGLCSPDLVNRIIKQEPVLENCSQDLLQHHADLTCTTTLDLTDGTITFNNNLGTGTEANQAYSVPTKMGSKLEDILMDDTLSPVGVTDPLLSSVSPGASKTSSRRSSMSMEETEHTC
FBW7 act: human FBW7 E3 ligase activation, primary screen | Q969H0 | AlphaScreen FBW7–phospho-cyclin E peptide binding, activator screen | normalized activity (activation), % at 26.1 µM | hit rate 0.13% among 650,000 | AID 1259310; in the data active means normalized activity above about 1.9%;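 further: purified mutant Fbw7 with reduced substrate affinity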
GPR151 ag: activators of human GPR151. Q8TDV0. PathHunter beta-arrestin GPR151 cells, luminescence. AID 1508602. hit rate 1% among 650,000. activation, % at 11.2 µM; in the data active means activation above about 4.9%;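 further: 0% = median of compound wells and 100% = cells with positive control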
Target sequence (Q8TDV0 whole entry, looked up): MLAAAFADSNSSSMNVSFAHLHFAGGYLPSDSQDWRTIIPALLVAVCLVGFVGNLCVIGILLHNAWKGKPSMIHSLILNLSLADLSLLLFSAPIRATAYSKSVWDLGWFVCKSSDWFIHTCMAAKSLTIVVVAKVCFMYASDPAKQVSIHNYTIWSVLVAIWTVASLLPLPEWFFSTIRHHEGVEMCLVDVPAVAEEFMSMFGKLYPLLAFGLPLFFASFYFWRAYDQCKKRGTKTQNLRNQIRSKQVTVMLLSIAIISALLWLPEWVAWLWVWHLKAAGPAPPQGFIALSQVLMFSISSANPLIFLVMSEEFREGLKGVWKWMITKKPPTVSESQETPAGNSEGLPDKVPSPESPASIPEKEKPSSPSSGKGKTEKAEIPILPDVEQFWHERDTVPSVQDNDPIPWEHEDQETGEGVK
TEAD-YAP inh: TEAD-YAP interaction inhibition | AID 1259422 | hit rate 1.4% among 640,000 | inhibition, % at 9.12 µM | HEK-TIYL cells, TEAD-Gal4/YAP UAS-luciferase luminescence; in the data active means inhibition above about 32%;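 further: 0% = median of test compound wells and 100% = reference inhibitor wells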
The depositor's hits bear a star; · = no result given; & = joins results of further samples.

Under each structure: MITF primary	FBW7 act	GPR151 ag	TEAD-YAP inh
- CCOC(=O)c1ccccc1OCc1cc(C2Nc3ccccc3C(=O)N2c2ccccc2)ccc1OC (centres undefined)
  -4	0.1	-0.4	-30
- CCCCNC(=O)c1ccc(Cl)c(Cl)c1
  12	0.5	-1.5	-3
- CC1=CC(C)(C)N(C(=O)CNCc2cccs2)c2cc(C)ccc21
  37	0.2	-0.7	-2
- CCCCOc1ccc(C2=N/C(=C\c3cc(OC)c(OC)cc3OC)C(=O)O2)cc1
  1	-0.1	1.9	0
- C=CCn1c(C(NC(=O)c2ccc(C)cc2)C(C)C)n[nH]c1=S (centres undefined)
  4	0.0	0.6	-2
- COc1ccc(-c2cc(C(F)(F)F)n3nc(C(=O)NCCc4c[nH]c5ccccc45)cc3n2)cc1OC
  14	0.2	0.3	-9
- CCCCC[C@H](O)/C=C/[C@H]1CC2CC(C2)[C@@H]1C/C=C\CCCC(=O)O
  -9	·	-0.5	·
- Cc1ccc(C)c2[nH]c(=O)c(CN(CCCO)S(=O)(=O)c3ccc(F)cc3)cc12
  -1	-0.2	-1.2	0
- COC(=O)c1ccc(C2N=C(c3ccc(C)cc3)CC(c3cc(Cl)ccc3O)N2)cc1 (centres undefined)
  11	-0.2	0.3	-9
- COc1cncc(-c2cnc3ccc(NC4CCOCC4)nn23)c1
  11	-0.5	1.3	42*
- CCN(CC)C(=O)CSc1nnc(-c2cnccn2)n1C
  12	0.3	-1.5	10
- NC(=S)c1cc2c(ccc3ccccc32)oc1=O
  20	0.2	-0.3	1
- CC(=O)c1cccc(NC(=O)[C@@H](NC(=O)c2ccc(F)cc2)C(C)C)c1
  10	0.0	-0.7	-1
- NNC(=S)Nc1ccc(Cl)cc1Cl
  -3	-0.1	2.3	5
- COc1cc(/C=C2\SC(NC(C)=O)=NC2=O)cc(OC)c1OC
  -13	0.0	-1.0	-7
- Cc1nc(C)c(-c2cc(C(=O)NC3CCCCCC3)n[nH]2)s1
  -1	-0.2	-1.6	-48
- CCOc1ccc(NS(=O)(=O)c2ccc(OCC)c(C)c2)cc1
  11	0.5	-0.3	14
- CC(C)(C)C1=CC2(O)OCCN(CCO)C2=CC1=O (centres undefined)
  0	-0.1	-3.0	-2
- COCCCNC(=O)Cn1nnc2ccccc2c1=O
  5	1.8	-1.5	12
- O=C(N/N=C/c1ccccc1[N+](=O)[O-])C1C2CC/C=C\CCC21 (centres undefined)
  11	-0.1	-0.8	-14

Under each structure: MITF primary	FBW7 act	GPR151 ag	TEAD-YAP inh
- Clc1ccc(C2C3=C(Nc4ncnn42)c2ccccc2OC3c2ccc(Br)cc2)cc1 (centres undefined)
  3	-0.1	0.6	-2
- Cc1c(Cl)cccc1-n1c(SCC(=O)N2CCCC2)nc2n[nH]c(C)c2c1=N
  3	0.0	-0.4	-25
- COc1ccc(Nc2c(-c3ccc(C)o3)nc3ncccn23)cc1OC
  -13	-0.1	-0.4	0
- CSCCCNC(=O)CCc1nnc(CCC2CCCCC2)o1
  8	0.0	1.4	-15
- CN(c1ccc(C(=O)NCCSC(C)(C)C)cc1)S(=O)(=O)c1ccccc1
  6	0.0	0.2	10
- Cc1cc(C)n2nc(C(=O)OCC(=O)Nc3ccccc3-c3ccccc3)nc2n1
  12	0.0	0.7	-10
- O=[N+]([O-])c1cccc(S(=O)(=O)NCc2ccncc2)c1
  8	-0.1	1.7	31
- O=C(CSc1nc2[nH]ncc2c(=O)n1-c1cccc2ccccc12)NCc1cccc(Cl)c1
  14	0.0	-0.3	-11
- COc1ccc(Cl)cc1NS(=O)(=O)c1cc(Br)ccc1OC
  -19	-0.1	0.9	-4
- O=C(O)CCC(=O)N1CCc2cc(S(=O)(=O)Nc3ccc4c(c3)OCCO4)ccc21
  13	0.3	0.1	4
- CN1C(=O)c2cc([N+](=O)[O-])cc3cc([N+](=O)[O-])cc(c23)C1=O
  20	0.0	2.1	8
- c1nc2c(NC3CC3)nc(N3CCC(N4CCOCC4)CC3)nc2n1C1CCCCC1
  14	-0.1	-0.9	-9
- Cc1ccc(S(=O)(=O)NNC(=O)COc2ccc(Br)cc2)cc1
  -7	0.0	1.8	4
- CC(=O)Nc1ccc(S(=O)(=O)NC(=O)CC(C)C)cc1
  11	0.1	-1.0	1
- O=C(Cc1noc2ccccc12)NCCc1ccc(Cl)cc1
  -6	-0.2	0.2	-7
- CC(O)CNCC(=O)Nc1ccccc1Br (centres undefined)
  40	0.3	-1.1	0
- CC(C)c1onc(C(=O)NC2CCCC2)c1[N+](=O)[O-]
  -4	-0.2	0.7	-5
- CCOc1cc(/C=C2\C(=O)N(c3ccc([N+](=O)[O-])cc3)N=C2c2ccccc2)ccc1OC
  6	0.1	0.2	13
- O=c1[nH]nc(-c2cccc3ccccc23)c2cn(-c3ccccc3)nc12
  5	0.2	0.7	3
- Cc1cccn2c(CNCc3csc(C(C)C)n3)c(C(=O)N3CCCCC3)nc12
  11	0.2	-1.5	-4

Under each structure: MITF primary	FBW7 act	GPR151 ag	TEAD-YAP inh
- COc1ccc(CCn2c(-c3ccc(S(=O)(=O)N4CCCCC4)cc3)csc2=Nc2ccc(OC(F)(F)F)cc2)cc1OC
  3	0.0	1.0	-3
- O=C(NCc1ccc2c(c1)OCO2)N1c2ccccc2Sc2ccccc21
  16	0.8	-1.6	-22
- Cc1cccn2cc(-c3ccc(S(=O)(=O)N4CCOCC4)cc3)nc12
  -8	-0.2	0.9	9
- CN(C)c1cccc(Nc2cc(C(=O)NCc3cccnc3)ccn2)c1
  -3	0.0	-1.2	-13
- COc1ccc(CCNC(=O)/C(=C/c2ccco2)NC(=O)c2ccccc2)c(OC)c1
  8	-0.1	0.4	-2
- CCc1ccccc1NC(=O)c1ccc(F)c(S(=O)(=O)NC2CCCCCC2)c1
  7	0.1	1.2	-8
- CC(C)OC(=O)CCC(=O)NC1CCCCC1
  -16	-0.1	0.0	2
- O=C(NCc1ccco1)c1sc2cccc(F)c2c1Cl
  17	0.8	-0.5	-24
- N#Cc1cc(-c2ccnc(Nc3ccc(-c4nn[nH]n4)cc3)n2)ccc1N1CCC(O)CC1
  0	0.2	-0.2	27
- COC(=O)CCn1c(C)cc(C(=O)COc2ccccc2Br)c1C
  5	-0.3	-4.2	-25
- CCOC(=O)c1cnc2cc(C(F)(F)F)ccc2c1N1CCN(c2ccc(OC)cc2)CC1
  6	0.1	0.5	-4
- CC1CCN(Cc2nnnn2CCCC(=O)NCc2nccn2C)CC1
  -2	0.1	0.2	-10
- COc1ccc(/C(C)=N\N=C2\NC(=O)CC(C(=O)Nc3ccccc3F)S2)cc1F (centres undefined)
  -7	0.0	0.4	8
- CN1C(=O)Cc2cc(NC(=O)COc3ccc(F)cc3)ccc21
  -2	0.0	0.6	-5
- O=C1NC(=Nc2ccccc2)S/C1=C/c1cc2c(cc1[N+](=O)[O-])OCO2
  11	0.0	1.1	3
- CCSc1ccccc1C(=O)Nc1c2c(nn1CC(=O)NCCOC)CSC2
  9	-0.1	-0.3	9
- CC1=C(C(=O)Nc2ccc(Br)cn2)C(c2ccc3c(c2)OCO3)C2=C(CC(C)(C)CC2=O)N1 (centres undefined)
  8	0.3	-0.9	0
- CC(=O)Nc1ccc(C2C(C#N)=C(N)Oc3n[nH]c(-c4ccccc4Cl)c32)cc1 (centres undefined)
  -9	0.1	0.4	-4
- COc1ccc(-c2cc(N)n(S(=O)(=O)c3ccc(OC)c(OC)c3)n2)cc1
  -2	-0.4	1.2	-20
- COCCNc1nc2ccccc2n1CC(=O)c1ccc(OC)c(OC)c1
  6	0.2	0.9	-14

Under each structure: MITF primary	FBW7 act	GPR151 ag	TEAD-YAP inh
- CCOC(=O)c1c(NC(=O)c2cc3cc(OC)ccc3oc2=O)sc(C(C)=O)c1C
  7	0.6	-0.9	-12
- CCC(C)Nc1nc2c(c(=O)[nH]c(=O)n2C)n1CCC(C)C (centres undefined)
  -4	0.0	1.2	-1
- CN1CCCN(C(c2ccccc2)c2ccc(Cl)cc2)CC1 (centres undefined)
  -7	0.1	1.3&-0.4	·
- CC(=O)OCCCNc1cc(Sc2nnc(C)s2)c2nonc2c1[N+](=O)[O-]
  12	0.0	-1.5	6
- N#Cc1c(NC(=O)C2CC(Cl)=CCC2C(=O)O)sc2c1CCCC2 (centres undefined)
  4	0.0	1.6	4
- CC1CN(c2cc(N3CCOCC3)c(F)cc2[N+](=O)[O-])CCN1C(=O)c1ccccc1 (centres undefined)
  1	0.1	0.1	2
- c1ccc(-c2csc3ncnc(N4CCOCC4)c23)cc1
  1	0.1	-1.3	1
- O=C(O)CC1S/C(=N/N=C/c2ccccc2OCc2ccccc2)NC1=O (centres undefined)
  0	0.0	1.0	-4
- CCC1=NN2C(=N)/C(=C/c3ccc(OCCOc4ccccc4OC)c(OC)c3)C(=O)N=C2S1
  4	0.1	0.8	-12
- CCOc1ccc(C2C(C(=O)/C=C/c3ccccc3)=C(O)C(=O)N2CCCCCC(=O)O)cc1 (centres undefined)
  -1	-0.3	-0.2	-4
- Cc1ccccc1OCCCC(=O)Nc1nccs1
  -8	-0.1	-0.1	-6
- CC(=O)Nc1ccc(NC(=O)Cc2ccc(C)cc2)cc1
  6	-0.2	0.1	-12
- CCSCCOC(=O)C1=C(C)NC2=C(C(=O)CC(c3ccccc3)C2)C1c1ccc(OC(C)=O)c(OC)c1 (centres undefined)
  -5	0.4	-0.2	0
- CN(C)C(=O)CN(c1cccc(Cl)c1Cl)S(=O)(=O)c1ccccc1
  -1	0.1	1.5	5
- CCc1ccc(-n2c(=S)sc3c(=O)n(-c4ccccc4)c(SCC(=O)N(CC)CC)nc32)cc1
  15	0.1	0.4	15
- CC(C)c1ccc(NC(=O)C2C3C=CC4(O3)C2C(=O)N(CCC2=CCCCC2)C4C(=O)NC2CCCCC2)cc1 (centres undefined)
  17	0.4	-0.7	-1
- Cc1c(C(=O)Nc2c(F)cccc2F)sc2ncnc(N3CCCCC3)c12
  4	0.0	1.8	-5
- CC(=O)NS(=O)(=O)c1ccc(N=c2ssc3c2-c2ccccc2NC3(C)C)cc1
  15	0.3	1.7	-6
- CCOc1ccc(-c2n[nH]c(=S)n2/N=C/c2cc3c(cc2[N+](=O)[O-])OCO3)cc1
  -9	0.0	0.0	4
- Cc1cccc(CN2CCN(C(=O)c3ccc[n+]([O-])c3)CCC2=O)c1
  -5	0.1	0.2	-31

Shown with each value named: 4 of the compounds above.
molecule: O=C(O)CC1S/C(=N/N=C/c2ccccc2OCc2ccccc2)NC1=O (centres undefined)
  MITF primary: 0
  FBW7 act: 0.0
  GPR151 ag: 1.0
  TEAD-YAP inh: -4
molecule: CCC1=NN2C(=N)/C(=C/c3ccc(OCCOc4ccccc4OC)c(OC)c3)C(=O)N=C2S1
  MITF primary: 4
  FBW7 act: 0.1
  GPR151 ag: 0.8
  TEAD-YAP inh: -12
molecule: CCOc1ccc(C2C(C(=O)/C=C/c3ccccc3)=C(O)C(=O)N2CCCCCC(=O)O)cc1 (centres undefined)
  MITF primary: -1
  FBW7 act: -0.3
  GPR151 ag: -0.2
  TEAD-YAP inh: -4
molecule: Cc1ccccc1OCCCC(=O)Nc1nccs1
  MITF primary: -8
  FBW7 act: -0.1
  GPR151 ag: -0.1
  TEAD-YAP inh: -6

Additional records:
Under each structure: MITF primary	FBW7 act	GPR151 ag	TEAD-YAP inh
- Cc1ccc(N(C(=O)NC(=O)Nc2cccc(C)c2)S(C)(=O)=O)cc1
  17	0.1	-2.0	-1
- COC(=O)N1CCN(CCNC(=O)Cc2ccc(SC(C)C)cc2)CC1
  -3	0.0	1.5	1
- CCOC(=O)C1=NN(c2ccccc2)C2C(=O)N(c3ccc(Br)cc3)C(=O)C12 (centres undefined)
  16	0.1	-0.8	10
- OCCN1CCN(c2nccn3c(-c4cccc(F)c4)cnc23)CC1
  19	0.2	0.7	-16
- COc1ccc(CNCCC2CCC(=O)N2Cc2cc(F)cc(C(F)(F)F)c2)cc1 (centres undefined)
  -2	-0.3	-1.5	1
- O=C(NC1CCCCCC1)c1ccc2ccccc2n1
  3	0.1	0.6	-41
- CCc1ncc(C(O)c2ccccc2OC)n1C (centres undefined)
  -4	0.0	-0.7	6
- O=C(NCC1CCCO1)c1ccc2c(=O)n(-c3cc(C(F)(F)F)ccc3Cl)c(=S)[nH]c2c1 (centres undefined)
  -9	-0.1	-0.2	10
- CC(C)CC1c2[nH]c3ccccc3c2CCN1Cc1ncc[nH]1 (centres undefined)
  0	0.0	1.2	9
- Cc1cccc(-n2c(SCC(N)=O)nnc2-c2ccccn2)c1C
  5	-0.1	-0.6	-12
- O=C(CSc1ncn[nH]1)NCCc1ccc(Cl)cc1
  17	-0.1	0.5	-2
- COc1cccc(C(=O)N2CCN(C3CC4CCC3C4)CC2)c1OC (centres undefined)
  47	0.1	0.1	4
- COc1cc(C(=O)/C(=C/c2ccncc2)c2nc3ccccc3o2)cc(OC)c1OC
  9	-0.3	-0.5	12
- Cc1cc(N2CCN(S(=O)(=O)c3ccc4c(c3)OCCO4)CC2)n2ncnc2n1
  -12	-0.4	-0.4	1
- CCOC(=O)c1c(-c2ccc(C)cc2)csc1NC(=O)c1ccc(F)cc1
  8	0.0	1.7	-3
- COc1ccc(-c2cnc(NCc3ccc(Cl)cc3)n2C)cc1
  46	0.5	-0.1	-7
- CCOC(=O)c1c2n(c3ccc(O)cc13)CCCCC2
  15	0.0	-0.1	7
- CCOC(=O)c1c(NC(=O)c2ccc(S(=O)(=O)N3CCCC3)cc2)sc2c1CC(C)(C)NC2(C)C
  8	0.1	-0.1	7
- COc1ccc(CNc2nc(SC)n[nH]2)cc1OC
  5	0.0	1.0	7

Two compounds drawn at random from the list so far, as already listed:
Under each structure: MITF primary	FBW7 act	GPR151 ag	TEAD-YAP inh
- CCOC(=O)c1c(NC(=O)c2ccc(S(=O)(=O)N3CCCC3)cc2)sc2c1CC(C)(C)NC2(C)C
  8	0.1	-0.1	7
- CCOC(=O)c1c2n(c3ccc(O)cc13)CCCCC2
  15	0.0	-0.1	7

Screening results: PubChem, The Scripps Research Institute Molecular Screening Center
